DRD3 agonist = activates the human D3 dopamine receptor | max activation, % | P35462 | AID 652048 | D3R DiscoveRx beta-arrestin cells, luminescence, 90 min | actives 0.58% (n = 410,000); in the data active = max activation above about 30%; note: 0% is about no effect; mostly tested at two doses, the higher about 12 µM
Target sequence (P35462 whole entry, looked up): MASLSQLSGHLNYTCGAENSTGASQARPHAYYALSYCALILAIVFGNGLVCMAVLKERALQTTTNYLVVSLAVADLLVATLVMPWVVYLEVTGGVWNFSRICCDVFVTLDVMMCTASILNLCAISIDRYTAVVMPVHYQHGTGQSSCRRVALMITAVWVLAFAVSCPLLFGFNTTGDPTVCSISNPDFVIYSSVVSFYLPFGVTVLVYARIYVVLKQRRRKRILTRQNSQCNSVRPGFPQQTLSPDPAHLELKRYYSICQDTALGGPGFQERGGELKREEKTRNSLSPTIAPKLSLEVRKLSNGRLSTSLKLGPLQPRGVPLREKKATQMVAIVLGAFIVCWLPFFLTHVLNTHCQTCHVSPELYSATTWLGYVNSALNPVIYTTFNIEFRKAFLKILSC
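Agonist mode: compounds and dopamine controls were applied to plated cells for 90 min at 37 degrees C after an overnight attachment at 1500 cells/well. Luminescent read-out followed 30 - 60 minutes at room temperature with DiscoveRx detection reagent.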
KB-3-1 tox = KB-3-1 parental cell cytotoxicity | KB-3-1 viability, CellTiter-Glo ATP luminescence, 72 h | Potency, µM (series often up to 46.1 µM), for the others: at the top dose activity change, negative = cytotoxic, most hits filed as cytotoxic | actives 1.4% (n = 400,000) | AID 1347075; note: potency is the fitted concentration of half-maximal effect; % is set by controls: 0 for no effect and ±100 for the full control effect; nearly all actives have a fitted effect of over 60% in size
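Here the drug-naive KB-3-1 line serves as comparator for MDR sub-line selectivity; cells received compound titrations, 72 h at 37 °C, then CellTiter-Glo readout.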
MCF10A rerep = induces DNA re-replication in MCF 10a normal breast cells | Potency, µM (top dose mostly 46.1 µM), inactives show at the highest dose activity, positive = re-replication, usual class: activators | actives 2.9% (n = 350,000) | MCF 10A DNA re-replication, Hoechst nuclear intensity, 48 h; note: potency is the fitted concentration of half-maximal effect; % of control where 0% means no effect; nearly all actives have a fitted effect of over 50% in size
SW480 rerep = DNA re-replication induction in SW480 cells; SW480 DNA re-replication, Hoechst DNA content imaging, 48 h; Potency, µM (titrated, usually from 46.1 µM), for inactives: top-dose re-replication activation, usual class: activators; actives 1.8% (n = 340,000); AID 624297; note: potency is the fitted concentration of half-maximal effect; % of control where 0% means no effect; nearly all actives have a fitted effect of over 55% in size
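Cells (250 per well) received 23 nL compound or DMSO by pin tool and were kept 48 hr at 37 C, 5% CO2. Nuclei were then stained with Hoechst for 40 min and scanned for DNA content.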
HEK293 tox = cytotoxicity counter-screen for GLP-1 receptor inverse agonists. HEK293 cAMP-luciferase reporter cells, luminescence, 24 h. Potency, µM (titrated, usually from 38.3 µM), without a hit: at the top dose activity change, negative = inhibition, most hits filed as inhibitors. actives 0.13% (n = 410,000). AID 624418;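 note: loss of luciferase light is scored as toxicity; potency is the fitted concentration of half-maximal effect; % is set by controls: 0 for no effect and ±100 for the full control effect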
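Seeding density was 200 cells/uL; after overnight-length (12 h) culture, 23 nL compounds went on for 24 h at 37 °C. Readout used a luciferase detection reagent, luminescence taken after 12 min at room temperature.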
HT1080 IDH1KD tx = kills HT-1080 cells with IDH1 knockdown; Potency, µM (doses to about 46.1 µM), for inactives: top-dose activity, negative = toxicity, hits mostly cytotoxic; actives 2% (n = 360,000); HT-1080 IDH1 knockdown viability, ATP luminescence, 48 h; AID 686971;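 note: potency is the fitted concentration of half-maximal effect; 0% = DMSO wells and -100% = cell-free medium wells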
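HT-1080-IDH1KD cells (IDH1 knocked down), 750/well in RPMI with 5% FBS, treated with compound 48 h at 37 degrees C. Viability by CellTiter-Glo luminescence, normalised to DMSO and no-cell wells; concentration-response curves classed.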
HT1080NT lethal = kills 2HG-producing HT-1080-NT fibrosarcoma cells. Potency, µM (top dose mostly 46.1 µM), for the others: top-dose activity, negative = less viability, actives largely listed as cytotoxic. HT-1080-NT fibrosarcoma viability, CellTiter-Glo ATP luminescence, 48 h. actives 1.6% (n = 360,000). AID 686970;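 note: NT is the 2HG producing partner of a matched IDH1 knockdown line; potency is the fitted concentration of half-maximal effect; 0% = DMSO-treated cells and -100% = media-only wells without cells; nearly all actives have a fitted effect of over 55% in size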
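Fibrosarcoma NT cells, 750 per well in 5% FBS RPMI, were exposed to compound for 48 hours. Viability: CellTiter-Glo luminescence.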
KB-V1 cytotox = KB-V1 MDR subline cytotoxicity; KB-V1 MDR cells viability, CellTiter-Glo, 72 h; Potency, µM (doses to about 46.1 µM), inactives show top-dose activity change, negative = cytotoxicity, most hits filed as cytotoxic; actives 3.4% (n = 400,000); AID 1347076; note: potency is the fitted concentration of half-maximal effect; % is set by controls: 0 for no effect and ±100 for the full control effect; nearly all actives have a fitted effect of over 60% in size
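Compound-treated KB-V1 multidrug-resistant cells, 72 h, 37 degrees C; viability by CellTiter-Glo. Fitted qHTS curves give the values.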
IL-1B inflam inh = inflammasome signaling inhibition, IL-1 beta readout | THP-1 LPS/ATP IL-1B secretion, AlphaLISA, 16 h; hits give low values | activity change, % at 57.5 µM | actives 4.7% (n = 360,000); in the data active = activity change below about -50%; inconclusive = mostly about -30% to -49%; note: % is set by controls: 0 for no effect and ±100 for the full control effect
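THP-1 cells pretreated 1 hr with compounds (up to 57.5 uM final), then stimulated with LPS (250 ng/mL final) plus ATP (1.25 mM final); secreted IL-1B measured by AlphaLISA after 16 hr, decreased signal indicating inhibition.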
Numbers without * were called inactive; i = inactive; ? = inconclusive; nt = not tested or not shown; [ ] = another dose, or the depositor's remark. Unless noted, calls come from the whole dose curve; as a rule, active = well fitted curve in the direction sought with a large enough effect; inconclusive = small, poorly fitted or top-dose-only effect, or another doubt; inactive = no such curve, though single readings can be large; an effect the other way counts as inactive or inconclusive.

SMILES	DRD3 agonist	KB-3-1 tox	MCF10A rerep	SW480 rerep	HEK293 tox	HT1080 IDH1KD tx	HT1080NT lethal	KB-V1 cytotox	IL-1B inflam inh
Cc1ccc(-n2nc3c(=O)n(CC(=O)NCCCc4ccccc4)nc(C)c3c2C)cc1	7	?	-1%	3%	3%	?	-2%	-5%	4
Cc1ccc(C(=O)Nc2nnc(SCc3cc(=O)c4c(C)ccc(C)c4[nH]3)s2)cc1	-8	?	nt	nt	3%	nt	nt	2%	nt
Cc1ccc(CNC(=O)CN2C(=O)NC3(CC(C)CC(C)(C)C3)C2=O)cc1 (configuration not stated)	-13	-9%	1%	-13%	-3%	3%	-1%	?	-13
O=C(N/N=C/c1ccc(OC(=O)c2ccco2)cc1)c1ccc[n+]([O-])c1	0	0%	2%	-17%	0%	6%	4%	-14%	0
COc1ccc(NCc2nc3ccccc3n2C)cc1	2	-11%	18%	-8%	2%	-13%	-19%	-27%	2
CCNc1nc(Oc2ccc(=O)n(-c3ccccc3)n2)nc(N2CCOCC2)n1	0	10%	0%	-16%	13%	-1%	-8%	-4%	-2
Cc1ccc(CNC(=O)/C=C/c2cccs2)cc1	3	-3%	3%	-2%	12%	8%	20%	?	13
C=CCn1c(=S)[nH]c2scc(-c3cccs3)c2c1=O	-3	-1%	?	-75%[inhibitor]	-37%	-13%	-20%	9%	0
COc1ccc(NN=Nc2ccc([N+](=O)[O-])cc2)cc1	-7	4%	0%	-2%	12%	2%	3%	-11%	-18
CC(=O)Nc1cccc(OCCCNC(=O)c2ccc(F)cc2)c1	2	-2%	-6%	-14%	4%	6%	0%	13%	26
Cc1cc(C(=O)OCC(=O)c2c(N)n(C)c(=O)n(C)c2=O)c(C)n1-c1ccccc1	8	18%	3%	1%	-4%	5%	6%	1%	-1
CN1CCc2c(c3c(n2C)CCN(C)C3c2ccc(F)cc2)C1c1ccc(F)cc1 (configuration not stated)	-3	5%	-8%	-1%	12%	-2%	-9%	-27%	0
CCc1ccc(C(=O)NNC(=O)c2ccc3c(=O)n4c(nc3c2)CCC4)cc1	5	25%	-1%	1%	2%	14%	12%	8%	4
Cc1ccc2c(c1)c(C)c(C)n2CC(O)Cn1nnc2ccccc21 (configuration not stated)	-9	-5%	?	?	12%	?	?	-10%	?
O=C(O)c1ccc(Nc2nc3ccccc3n3cnnc23)cc1	7	-20%	nt	nt	1%	nt	nt	6%	nt
COc1ccc(C(=O)N(CC(=O)Nc2sc(C)c(C)c2C(N)=O)C2CCCC2)cc1	-2	8%	10%	-9%	4%	-3%	-1%	?	6
COC(=O)c1ccccc1NC(=O)Nc1ccc(C(=O)N2CCCC2)cc1	19	12%	13%	-7%	-12%	4%	2%	-3%	12
CN(C)c1ccc(-c2[nH][nH]c(=O)c2NC(=O)c2ccc3ccccc3n2)cc1	-3	0%	nt	nt	-15%	?	?	27%	3
COc1ccc(CCNc2cc(=O)[nH]c(N)n2)cc1	-15	3%	1%	1%	2%	-1%	-2%[9.24 µM]	12%	?
COCCCN1C(=O)C(CC(=O)NCC2CCCCC2)CC(C(=O)N2CCOCC2)=C1C (configuration not stated)	3	?	nt	nt	-13%	1%	2%	?	-2
CCOC(=O)Cn1c(=O)oc2cc(S(=O)(=O)N3CCN(c4cccc(C)c4)C(C)C3)ccc21 (configuration not stated)	1	21%	nt	nt	11%	nt	nt	17%	nt
CCC(=O)Nc1nc(C)c(Oc2ccccc2)c(=O)[nH]1	8	12%	-2%	-2%	-1%	5%	9%	13%	41
CC(=O)NC1=NN(C(C)=O)C(C)(c2ccccn2)S1 (configuration not stated)	-2	42%	-1%	0%	1%	11%	11%	0%	5
CCc1cc2cc3c(cc2nc1SCC(=O)Nc1nnc(C)s1)OCCO3	-5	-3%	3.3µM*	16µM*	1%	0%	3%	?	-6
CC(=O)c1cc(-c2ccccc2)n(CCC(=O)Nc2ccc(C(C)C)cc2)c1C	6	?	nt	nt	-21%	nt	nt	?	nt
COc1ccc(-c2nnc3sc(COc4ccc(C)cc4)nn23)cc1	14	-11%	6%	-3%	-5%	12%[9.24 µM]	42%	-10%	35
Cc1cccc(Nc2ccc(S(=O)(=O)N3CCOCC3)cc2[N+](=O)[O-])c1	-7	-2%	-3%	-8%	-4%	-11%	-1%[9.24 µM]	-1%	-24
CCN1C(=NCc2ccccc2)N[C@@H](c2ccccc2)[C@H](C(=O)OC)[C@H]1C	-21	-2%	-11%	-7%	5%	0%	25%	-12%	-15
COC(=O)c1cc(NC(=O)CCc2c(C)nc3cc(-c4ccccc4)nn3c2C)cc(C(=O)OC)c1	-8	-1%	nt	nt	0%	nt	nt	20%	nt
CCCCC[C@H](C)N1C[C@@H](COCc2ccccc2)Oc2cc(N3CCC[C@H]3COC)ccc2S1(=O)=O	1	-16%	nt	nt	4%	-15%	-3%	4%	0
Cc1cc(C(=O)CN2C(=O)NC3(CCCCC3)C2=O)c(C)n1Cc1ccc2c(c1)OCO2	1	-9%	?	-4%	-9%	-8%	1%	-4%	39
CC(=O)c1ccc(Nc2ccc([N+](=O)[O-])c3nonc23)cc1	-6	-28%	1%	-1%	-29%	?	?	4%	-12
CCCc1cc(=O)n2[nH]c(-c3ccc(Br)cc3)cc2n1	-23	0%	15%	-4%	11%	?	-29%	-19%	6
Cc1ccc(C(=O)NCCSCc2ccccc2)cc1[N+](=O)[O-]	15	5%	?	-14%	-15%	25%	4%	21µM*	-7
CN(C(=O)C(C)(C)C)C1c2c(ccc3ccccc23)OCC1CO (configuration not stated)	1	7%	4%	3%	3%	-10%	0%	-6%	31
CCOC(=O)c1c(NC(=O)COC(=O)Cn2c(C(F)(F)F)nc3ccccc32)sc(C)c1C	20	1%	-1%	2%	0%	4%	7%	4%	22
COC(=O)Cc1nnc(SCC(=O)Nc2ccccc2)c2ccccc12	8	6%	?	21%	-8%	-5%	5%	23%	-63*
O=S(=O)(Nc1cccnc1)c1ccccc1	-4	10%	-13%	-1%	1%	4%	11%	3%	37
O=C(NCc1cccc(Cl)c1)c1cccnc1	-1	-5%	-28%	-7%	-3%	10%	-4%	0%	15
CCOC(=O)N1CCN(C(=O)N2CCOCC2)CC1	3	17%	-2%	-7%	0%	-1%	2%	0%	16
CCOc1ccc(C(=O)NCC(=O)Nc2ccncc2)cc1OCC	-11	-4%	0%	20%	0%	0%	1%	-5%	15
Fc1ccc(CSc2ccc3nnc(-c4cccs4)n3n2)cc1	-1	-10%	-7%	-5%	0%	1%	-2%	12%	24
CS(=O)(=O)N(CC(=O)N1CCc2ccccc2C1)Cc1ccccc1	16	5%	?	2%	-6%	6%	0%	-30%	17
O=C(NCCc1ccccc1)C1CCCN1C(=O)Nc1ccccc1 (configuration not stated)	-13	2%	3%	-5%	-6%	10%	14%	-2%	1
Cc1cnc(NC(=O)C(C)N2CCN(C)CC2)s1 (configuration not stated)	-5	2%	-2%	-4%	6%	0%	-10%	5%	-11

Next section, starting with the last three of the part before.
SMILES	DRD3 agonist	KB-3-1 tox	MCF10A rerep	SW480 rerep	HEK293 tox	HT1080 IDH1KD tx	HT1080NT lethal	KB-V1 cytotox	IL-1B inflam inh
CS(=O)(=O)N(CC(=O)N1CCc2ccccc2C1)Cc1ccccc1	16	5%	?	2%	-6%	6%	0%	-30%	17
O=C(NCCc1ccccc1)C1CCCN1C(=O)Nc1ccccc1 (configuration not stated)	-13	2%	3%	-5%	-6%	10%	14%	-2%	1
Cc1cnc(NC(=O)C(C)N2CCN(C)CC2)s1 (configuration not stated)	-5	2%	-2%	-4%	6%	0%	-10%	5%	-11
O=C(Cc1cccc2ccccc12)Nc1ccc(OC(F)F)c(Cl)c1	4	?	9%	0%	0%	-1%	-10%	21µM*	-3
CC1=CC=CN2CC(O)CN=C12 (configuration not stated)	9	0%	18%	-4%	-11%	10%	4%	1%	18
Cc1nn(C)cc1C1C2=C(CC(C)(C)CC2=O)OC2=C1C(=O)CC(C)(C)C2	-7	-2%	-2%	-4%	-26%	0%	12%	0%	11
COCCN(C(=O)COC(=O)/C=C/c1ccc(C)o1)c1c(N)n(Cc2ccccc2)c(=O)[nH]c1=O	3	10%	?	?	13%	-15%	-2%	-1%	i
CCC(=O)N1CCc2cc(Br)cc(S(=O)(=O)N3CCCC(C(=O)NCc4ccc(OC)cc4)C3)c21 (configuration not stated)	0	-9%	nt	nt	14%	nt	nt	10%	nt
O=C(CSc1ccccc1F)NCCCN1CCCC1=O	4	7%	-1%	4%	2%	9%	13%	6%	9
CCCCNc1c(-c2cccc(Sc3ccc(OC)cc3)c2)nc2ccccn12	14	-8%	18µM*	29%	-15%	?	?	?	?
O=C(CN1CCc2ccccc2C1)N1CCN(S(=O)(=O)c2ccccc2)CC1	-8	3%	21%	-10%	7%	6%	2%	?	-3
CCOc1ccccc1CNS(=O)(=O)c1cnc[nH]1	-3	1%	-12%	-4%	2%	-9%	0%	-11%	6
Nc1cc2c(cc1Cl)-c1ccccc1C2=NO	1	1%	?	5%	6%	-3%	-4%	-16%	7
CCOc1ccc(NC(=O)CS(=O)CC(=O)NC2CCCc3ccccc32)cc1 (configuration not stated)	0	19%	22%	4%	4%	-1%	-16%	-8%	49
CCc1cccc(C)c1NC(=O)COC(=O)c1cc([N+](=O)[O-])ccc1N1CCOCC1	0	0%	-7%	-48%[inhibitor]	?	3%	0%	-18%	-3
CCC(=O)N1CCN=C1SCc1ccc(Cl)cc1	2	19%	18%	-3%	-5%	5%	9%	-3%	-21
COc1nc(Oc2ccc(/C=N/O)cc2)nc(N(C)C)n1	13	29%	5%	-2%	10%	6%	-5%	-3%	-14
CCC(C)n1c(=S)[nH]c2ccccc2c1=O (configuration not stated)	-3	0%	1%	-25%	?	1%	-2%	-1%	32
